# Calb biofilm kill – kills Candida albicans biofilms. C. albicans biofilm + clotrimazole, Alamar Blue. inhibition, % at 6 µM. 0.14% of 85,000 active. AID 834;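 active means inhibition above 20%; inactive means inhibition below 20%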;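 further: preformed 24 hr biofilms exposed to compound for 48 hr; 0% = biofilm without compound and 100% = blank killed by clotrimazole plus chlorhexidine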
# H69AR growth 86K – growth inhibitors of human H69AR lung tumor cells | H69AR lung tumor viability, ATP luminescence, 72 h; stronger effect = lower value | viability, % at 10 µM | 6% of 85,000 active;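 active means viability at or below 40%; inactive means viability above 40%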;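 further: multidrug resistant small cell line overexpressing MRP-1 efflux transporter; 100% = mean luminescence of untreated control wells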
# ERa coact pot – ER-alpha (human) coactivator binding potentiation | coactivator binding (% of control), % at 25.6 µM | TR-FRET ERalpha-LBD/SRC-Cy5 coactivator binding, 2 h; 100 = basal binding, no effect | 1.3% of 86,000 active | P03372; in the data active means activity above about 200%;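 further: binding measured in presence of low estradiol as agonist stimulus; 0% = peptide alone without receptor and 100% = receptor with peptide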
# Target sequence (P03372 whole entry, looked up, the tested form may be a part): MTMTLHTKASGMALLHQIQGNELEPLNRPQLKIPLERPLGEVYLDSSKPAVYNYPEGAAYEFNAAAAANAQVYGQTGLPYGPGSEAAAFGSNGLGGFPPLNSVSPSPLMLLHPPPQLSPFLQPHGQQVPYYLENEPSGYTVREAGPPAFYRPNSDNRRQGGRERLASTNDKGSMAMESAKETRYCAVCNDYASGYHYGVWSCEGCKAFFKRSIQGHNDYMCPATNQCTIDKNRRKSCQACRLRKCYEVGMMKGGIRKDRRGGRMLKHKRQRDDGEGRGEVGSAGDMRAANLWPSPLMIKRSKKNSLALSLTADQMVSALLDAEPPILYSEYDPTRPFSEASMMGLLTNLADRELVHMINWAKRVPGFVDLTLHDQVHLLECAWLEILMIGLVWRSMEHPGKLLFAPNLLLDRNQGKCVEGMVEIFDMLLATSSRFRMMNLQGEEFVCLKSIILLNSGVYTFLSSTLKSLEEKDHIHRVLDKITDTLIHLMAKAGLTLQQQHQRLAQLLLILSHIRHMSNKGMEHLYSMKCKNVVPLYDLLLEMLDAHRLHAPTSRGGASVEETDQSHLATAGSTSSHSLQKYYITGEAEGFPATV
# Lung fibro prol – blocks proliferation of human lung fibroblasts; AID 719; 1.1% of 85,000 active; viability, % at 10 µM; LL 47 human lung fibroblast viability, ATP luminescence; stronger effect = lower value;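 active means viability at or below 50% in the single dose screen; inactive means viability above 50%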;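 further: compound exposure lasted 72 h before the ATP readout; 100% = median luminescence of untreated cell-only wells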
#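 material = human LL 47 lung fibroblast cells | dosing = compounds added from tenfold dosing solution, 0.1% DMSO final | timing = overnight cell rest, 72 h compound treatment at 37 °C | measured by = CellTiter-Glo luminescence measuring cellular ATP | evaluation = % viability versus median cells-only luminescence | control set = cell-only wells, no compound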
# HUVEC prolif 384 – blocks proliferation of human endothelial cells. HUVEC proliferation, CellTiter-Glo luminescence, 72 h; stronger effect = lower value. viability, % at 10 µM (by protocol). 1.1% of 86,000 active;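 active means viability at or below 30%; inactive means viability above 30%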;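 further: 100% = median luminescence of DMSO-only cell control wells on each plate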
# sEH act – soluble epoxide hydrolase (human) activation. 0.04% of 91,000 active. purified human sEH enzymatic activity, activator screen. activation, % at 2 µM; in the data active means activation above about 37%; further: values of inactives mirror those of a sister screen read the other way
# ERa SRC1 inh – ER-alpha (human) coactivator binding inhibition; P03372; TR-FRET ER-alpha LBD / SRC-1 peptide, estradiol-bound; inhibition, % at 25.6 µM; 1.7% of 86,000 active; AID 629; in the data active means inhibition above about 50%;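 further: 0% = receptor plus peptide control and 100% = peptide only without receptor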
# ERb SRC1 inh – ER-beta (human) coactivator binding inhibition; TR-FRET ER-beta LBD / SRC1-Cy5 peptide binding; receptor agonist-loaded with 1 µM estradiol; inhibition, % at 25.6 µM; 1.3% of 86,000 active; Q92731;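 active means compounds whose percent inhibition of the receptor-coactivator binding signal exceeds about 50% in the single-dose screen, limit read from the data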;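 further: 0% = receptor plus peptide wells without compound and 100% = peptide-only wells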
# Smad3 FoxH1 inh – Smad3 (human) transcription factor binding inhibition | 0.29% of 88,000 active | inhibition, % at 25 µM | P84022 | TR-FRET Smad3/Dy647-FoxH1 peptide binding, europium anti-His;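 active means compounds that reduce the energy-transfer binding signal between the protein and its labelled peptide by more than half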;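 further: 0% = Smad3 plus labelled peptide maximal FRET and 100% = peptide-only background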
# Target sequence (P84022 whole entry, looked up): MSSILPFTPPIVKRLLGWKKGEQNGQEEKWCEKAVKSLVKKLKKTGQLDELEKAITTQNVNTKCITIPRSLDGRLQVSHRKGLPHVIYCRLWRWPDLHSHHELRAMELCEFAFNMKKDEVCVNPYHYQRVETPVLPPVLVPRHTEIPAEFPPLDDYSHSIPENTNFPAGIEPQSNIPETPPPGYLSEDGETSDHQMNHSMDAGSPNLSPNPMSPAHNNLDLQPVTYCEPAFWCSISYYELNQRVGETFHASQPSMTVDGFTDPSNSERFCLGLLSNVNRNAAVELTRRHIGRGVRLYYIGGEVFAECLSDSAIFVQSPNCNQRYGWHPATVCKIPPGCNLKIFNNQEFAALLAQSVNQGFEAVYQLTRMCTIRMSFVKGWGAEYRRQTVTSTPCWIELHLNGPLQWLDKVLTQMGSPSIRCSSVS
# An asterisk follows results filed as active; · = no result given; [ ] = remark or other dose. Not all compounds are listed; count on the stated rates, not on these rows.
SMILES,Calb biofilm kill,H69AR growth 86K,ERa coact pot,Lung fibro prol,HUVEC prolif 384,sEH act,ERa SRC1 inh,ERb SRC1 inh,Smad3 FoxH1 inh
O=C(CSc1nnc(Cn2nnc3ccccc32)o1)N(Cc1ccc(F)cc1)c1ccccc1,-4,72,92,90,81,12,4,-6,8
Cc1cc(NS(=O)(=O)c2ccc(NC(=O)COc3ccccc3C(C)C)cc2)no1,1,91,100,90,85,-10,2,4,-4
O=C(Cn1nnc(-c2ccccc2-n2cnnn2)n1)N1CCCCC1,7,90,133,95,98,1,-10,-11[fluorescence artefact?],7
Cc1csc(NC(=O)NC2(C(F)(F)F)Oc3ccccc3O2)n1,8,23*,83,97,67,-7,4,13,-6
O=C(CN1CCc2ccccc2C1)N1CCN(S(=O)(=O)c2ccccc2)CC1,5,99,95,100,101,-7,-1,3,-6
COc1cc(OC)cc(OCC(O)Cn2ccnc2)c1 (stereo not drawn),3,97,111,97,98,·,-5,-2,-2
Cc1ccsc1C(=O)OCC(=O)N1CC(=O)Nc2ccccc21,7,85,119,94,92,-3,0[fluorescence artefact?],5,7
O=C(Nc1ccc(Cl)c(C(F)(F)F)c1)c1ccco1,-5,77,103,108,83,-23,4,-2,5
COCc1nnc(N)s1,6,87,113[fluorescence artefact?],101,107,23,0,-2[fluorescence artefact?],-1
COCCCNC(=O)C1CC(=O)N(CCc2ccc(OC)c(OC)c2)C1 (stereo not drawn),4,99,108,94,96,16,1,6,9
O=C1CC(/C=C/c2ccco2)=Nc2ccccc2N1,9,86,80,102,89,13,58*,44[fluorescence artefact?],-1
CCC(=O)NCC(c1cccs1)N1CCOCC1 (stereo not drawn),7,106,87[fluorescence artefact?],105,107,-3,2,29,5
COc1ccc(OC)c(S(=O)(=O)N2CCC(C(=O)NCCc3ccc(OC)c(OC)c3)CC2)c1,4,86,110,96,87,-16,-17,-6,7
CCOc1ccc(C2C(C(=O)c3ccc(C)o3)=C(O)C(=O)N2CCN2CCOCC2)cc1OC (stereo not drawn),-3,85,115[fluorescence artefact?],103,100,·,-6,-6,9
O=C(NCCc1nc2ccccc2[nH]1)c1ccco1,6,109,115[fluorescence artefact?],103,101,·,1,-3,2
CCN1CCN(S(=O)(=O)c2ccc(S(=O)(=O)NCC3CCCO3)cc2)CC1 (stereo not drawn),0,97,99,98,102,·,-7,-4,13
Cc1ccc(NC(=O)C2CC(=O)NC(Nc3cccc(C)c3)=N2)cc1 (stereo not drawn),0,101,107,97,88,8,3,-5,-7
Cc1cc(C)n(C(=O)COc2ccc(Cl)cc2Cl)n1,5,87,103,115,101,11,-8,-10,5
CCOc1ccc(C(=O)C2CCN(C(=O)c3ccccc3C(=O)O)CC2)cc1,-3,89,106,98,81,-2,3[fluorescence artefact?],6[fluorescence artefact?],-7
COc1ccc2[nH]c(=O)c(CN(Cc3nnnn3Cc3ccc(F)cc3)CC3CCCO3)cc2c1 (stereo not drawn),1,65,103,89,93,8,-5[fluorescence artefact?],-5,1
C=C(C)c1cccc(C(C)(C)NC(=O)N2CCN(C/C=C/c3ccccc3)CC2)c1,4,77,99,93,69,2,-4,5,-13
CC(C)(C)OC(=O)N1CCC(c2c(C(=O)O)cnn2-c2ccc(Cl)cc2)CC1,7,94,105,96,90,-4,15,20,-6
CCCSc1nnc(-c2ccccc2N)c(=O)[nH]1,5,90,111[fluorescence artefact?],101,97,·,4,4,5
Cc1ccc(C)c(N(CC(=O)NCc2ccco2)C(=O)CCC(=O)Nc2ccccn2)c1,4,98,120,107,104,-5,1,3,-8
CCOc1ccc(-c2nnc(-c3ccncc3)o2)cc1,9,105,105,96,111,3,6,7,-4
Cc1ccc(-n2c(SCC(N)=O)nnc2-c2cccnc2)c(C)c1,9,93,101,95,94,1,-4,-7,7[fluorescence artefact?]
COc1cccc(-n2c(Cc3cc(=O)[nH]c(=O)[nH]3)nnc2SCC(=O)N2CCCCC2)c1,3,99,119,96,96,-1,-1,-6,0
CCCCc1nn(-c2cc(Cl)ccc2OC)c2c1C(=O)CCC2,3,81,103,91,96,·,11[fluorescence artefact?],-1[fluorescence artefact?],-5
O=S(=O)(c1ccccc1)c1nc(-c2ccco2)oc1NCc1cccnc1,1,96,109,100,91,·,4,4,3
O=c1ccc(Oc2nc(N3CCOCC3)nc(N3CCOCC3)n2)nn1-c1ccccc1,5,68,99,106,104,1,-5,26,7
O=C1CC2CS(=O)(=O)CC2N1c1ccc(Oc2ccccc2)cc1 (stereo not drawn),3,88,139,98,112,-6,1,-6,-5
CCOC(=O)C1=C(C)N=C2SC(C)C(=O)N2C1c1ccc(OCC)c(OCC)c1 (stereo not drawn),2,110,106,108,98,6,-14,-10,9
COc1cc(CNC2CCC(C)C2)cc(OC)c1 (stereo not drawn),4,89,112,99,96,0,-3,-4,1
CCN(CC)C(=O)CSc1nnc(-c2ccncc2)n1N,8,97,115,89,97,-4,-13,-7,5
CC1CN(C)C(c2ccccc2)C(C)C12NC(=O)NC2=O (stereo not drawn),8,100,102,105,107,-7,-13,2,9
O=C(O)C1C2CCC(C2)C1C(=O)Nc1nc2ccccc2s1 (stereo not drawn),-4,93,100,103,88,-5,-20,6,-5
CC1(C)Cc2c(c(N3CCOCC3)nc3snc(Br)c23)CO1,-3,19*,95,89,94,·,-17,-14,4
O=C(CCS(=O)(=O)c1ccccc1)NC12CC3CC(CC(C3)C1)C2,5,97,121,103,107,-18,-6,7,4
O=C(Cc1cccs1)Nc1ccccn1,·,94,72[fluorescence artefact?],108,103,17,56*,55*,-4
Cc1nnc(SCC(=O)NC2CCCC2)s1,1,115,99,107,108,4,-11,-7,-21
COc1cc(CN(C(=O)c2ccco2)c2ccc(C)cc2)ccc1O,2,73,113,101,90,5,-18,-16[fluorescence artefact?],-5
CC(C)c1c(O)nc(SCCC(=O)O)[nH]c1=O,8,89,114,101,92,-4,0,10,-12
O=Cc1c(Sc2ccccn2)nc2ccccn2c1=O,1,22*,104,102,85,-1,-9,-8,10
CCCCCn1c(SCC#N)nc2cc(C(=O)NCC3CCCO3)ccc2c1=O (stereo not drawn),2,81,248*[fluorescence artefact?],103,86,-2,56*[fluorescence artefact?],47[fluorescence artefact?],30[fluorescence artefact?]
Cc1ccccc1NC1=NS(=O)(=O)c2ccccc21,5,94,112[fluorescence artefact?],99,90,-2,2[fluorescence artefact?],2[fluorescence artefact?],-3

# Shown field by field: 4 of the compounds above
Cc1nnc(SCC(=O)NC2CCCC2)s1
  Calb biofilm kill: 1
  H69AR growth 86K: 115
  ERa coact pot: 99
  Lung fibro prol: 107
  HUVEC prolif 384: 108
  sEH act: 4
  ERa SRC1 inh: -11
  ERb SRC1 inh: -7
  Smad3 FoxH1 inh: -21

CC1CN(C)C(c2ccccc2)C(C)C12NC(=O)NC2=O (stereo not drawn)
  Calb biofilm kill: 8
  H69AR growth 86K: 100
  ERa coact pot: 102
  Lung fibro prol: 105
  HUVEC prolif 384: 107
  sEH act: -7
  ERa SRC1 inh: -13
  ERb SRC1 inh: 2
  Smad3 FoxH1 inh: 9

Cc1ccccc1NC1=NS(=O)(=O)c2ccccc21
  Calb biofilm kill: 5
  H69AR growth 86K: 94
  ERa coact pot: 112[fluorescence artefact?]
  Lung fibro prol: 99
  HUVEC prolif 384: 90
  sEH act: -2
  ERa SRC1 inh: 2[fluorescence artefact?]
  ERb SRC1 inh: 2[fluorescence artefact?]
  Smad3 FoxH1 inh: -3

O=C(CCS(=O)(=O)c1ccccc1)NC12CC3CC(CC(C3)C1)C2
  Calb biofilm kill: 5
  H69AR growth 86K: 97
  ERa coact pot: 121
  Lung fibro prol: 103
  HUVEC prolif 384: 107
  sEH act: -18
  ERa SRC1 inh: -6
  ERb SRC1 inh: 7
  Smad3 FoxH1 inh: 4

# (listing goes on)
SMILES,Calb biofilm kill,H69AR growth 86K,ERa coact pot,Lung fibro prol,HUVEC prolif 384,sEH act,ERa SRC1 inh,ERb SRC1 inh,Smad3 FoxH1 inh
O=c1oc2c(CN3CCOCC3)c(O)ccc2c2c1CCCC2,-1,·,103,107,98,·,0,14[fluorescence artefact?],-7
Cc1cccc(-c2nnc(NC(=O)c3ccc(Cl)cc3)o2)c1,5,25*,110,106,3.2*,·,-51,-11,4
COc1cccc(C2=NOC(C(=O)NCCN3CCOCC3)C2)c1 (stereo not drawn),4,94,119,97,98,-4,-5,-11,2
O=C(OCC(=O)c1ccco1)c1ccc2ncsc2c1,3,95,128,104,98,13,2[fluorescence artefact?],7[fluorescence artefact?],2
CC(C)(C)Nc1nc(NCc2cccnc2)nc(N2CCOCC2)n1,8,78,98,99,108,2,-8,-16,-2
Cc1c(NC(=O)Cn2nc(C(F)(F)F)c3c2CCCC3)c(=O)n(-c2ccccc2)n1C,5,102,106,92,85,-2,-3,11,6
O=C(NC1CC1)c1cc2c(s1)-c1ccccc1OC2,7,90,121,96,80,5,1,-5,3
O=C(Nc1nccs1)C1C2CC3OC(=O)C1C3C2 (stereo not drawn),8,123,111,99,101,16,1,6,-10
Cc1cc(C(=O)N2CCN(C(c3ccccc3)c3ccccc3)CC2)no1,5,82,105,106,114,-6,3,-9,8
CC(=O)N(Cc1cc(=O)[nH]c2ccccc12)c1cccc(C)c1,6,94,119,87,79,·,-11,-9,2
COc1cc(NC(=O)C2CCCN(c3ncccn3)C2)cc(OC)c1 (stereo not drawn),-4,58,83,104,89,0,2,13[fluorescence artefact?],-3
CC(=O)c1c(C)[nH]c(C(=O)NCc2ccccc2Cl)c1C,-1,95,130,100,93,-85,-13,-10,3
CCC(C)NC(=O)CS(=O)Cc1nc(-c2cccc(OC)c2)oc1C (stereo not drawn),8,78,117,95,92,-1,-13,-13,-5
CCOC(=O)CSc1nnc(-c2ccccc2)o1,9,96,109,98,95,-15,-6,-8,-4
CC(C)Cc1[nH]c(=O)c(C#N)c2c1COC(C)(C)C2,3,93,109,99,103,-2,-2,-1[fluorescence artefact?],29[fluorescence artefact?]
CC(C(=O)O)n1nc2ccccc2n1 (stereo not drawn),4,105,151,96,97,-3,2[fluorescence artefact?],-4[fluorescence artefact?],8
CN(C(=O)C1CCN(S(=O)(=O)c2cccs2)CC1)C1CCCCC1,-5,80,84[fluorescence artefact?],106,98,-9,8,17,9
CN1CCN(C(=O)c2cc3sccc3n2CC(=O)c2ccccc2)CC1,6,92,118,98,91,-8,-1,2,-3
CCN(C(C)=O)c1nnc(CSc2nc3ccccc3s2)s1,4,102,80,100,86,-6,-12[fluorescence artefact?],-10[fluorescence artefact?],8
OC1CNCc2cc3c(cc21)OCCO3 (stereo not drawn),11,89,110,98,89,16,-5,-4,0
O=C(CSc1nnc(-c2ccncc2)n1CC1CCCO1)Nc1cccc(O)c1 (stereo not drawn),6,93,110,105,97,6,-4,-3,6
Cc1ccc(S(=O)(=O)N(C)CCCC(=O)N2CCOCC2)cc1,·,101,128,97,100,3,-5[fluorescence artefact?],-3,-1
CCOc1ccc(NC(=O)CSc2nnc(C(C)C)n2CC)cc1,6,86,108,97,98,0,1,4,1
O=C(Nc1ccc(OC(F)F)cc1)Nc1cccc(C(F)(F)F)c1,6,3.7*,97,38*,31,-86,6,-4,0
CCOC(=O)Cc1[nH]nc2c1C(c1cccc(OC)c1OC)C(C#N)=C(N)O2 (stereo not drawn),4,98,103[fluorescence artefact?],97,83,·,-1[fluorescence artefact?],9[fluorescence artefact?],7
COc1ccc(CCNC(=O)c2cc(-c3ccccc3O)n[nH]2)cc1OC,-1,62,96,104,88,0,7,1,-2
CC(C)(C)c1ccc(NC(=O)COc2ccc(-n3ccnc3)cc2)cc1,6,99,100[fluorescence artefact?],89,71,-7,-6,-11,0
CCC(C)(C(=O)NC1CCCCC1)N(Cc1cccs1)C(=O)Cc1cccs1 (stereo not drawn),0,95,101,84,103,8,-5,-14,0

# Bioassay records as filed in PubChem BioAssay.
